15-hLO-2 inh: blocks human 15-lipoxygenase 2 activity; Potency, µM (titrated, usually from 57.1 µM), without a hit: top-dose activity change, negative = inhibition, hits mostly inhibitors; hit rate 0.56% among 110,000; O15296; purified 15hLO-2, xylenol orange hydroperoxide absorbance; AID 881; note: potency is the fitted concentration of half-maximal effect; nearly all actives have a fitted effect of over 60% in size; many of its hits are not listed in these tables
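Purified human 15hLO-2 (50 nM final) preincubated with compounds 15 min at room temperature in 25 mM Hepes pH 7.5, 0.01% Triton X-100, then 45 uM arachidonic acid added for 90 min; hydroperoxide detected via ferrous/xylenol orange, 573/405 nm absorbance ratio.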
PNC inhibitor: perinucleolar compartment assembly inhibition; activity change (PNC), negative = inhibition, % at 10 µM; hit rate 3.1% among 140,000; PC3M PTB-GFP, PNC prevalence imaging, 16 h; hits give low values;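 active = readout at or below -70, meaning at least 70% loss of cells showing the perinucleolar compartment, a nuclear body marking cancer cells; inconclusive = readout between -30 and a set limit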;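 note: plate controls were DMSO wells for no effect and camptothecin positive control wells for full effect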
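Read-out is percentage of cells bearing a perinucleolar compartment, from automated 20x imaging of fixed, Hoechst-stained PC3M PTB-GFP cells. Cells were seeded 4 h, then exposed 16 h to compound (23 nl of library stock) in duplicate plates.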
IMPase inh: IMPase inhibition in cells | 120,000 tested, under 10 active | AID 901 | P97697 | inhibition (IP1 accumulation), % at 46.1 µM | CHO-M1 cells, IP1 accumulation, HTRF TR-FRET ratio; active = well fitted curve in the direction sought with a large enough effect in the signal ratio, not every such curve was filed as active; inconclusive = small, poorly fitted or top-dose-only effect, or a change in a side signal; inactive = no such curve, though single readings can be large or run the other way; the % refers to the signal ratio;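 note: cells stimulated with carbachol in lithium chloride buffer; plate controls were DMSO basal wells for no effect and reference inhibitor wells for full effect; higher means more IMPase inhibition seen as more IP1 and lower FRET ratio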
Target sequence (P97697 whole entry, looked up): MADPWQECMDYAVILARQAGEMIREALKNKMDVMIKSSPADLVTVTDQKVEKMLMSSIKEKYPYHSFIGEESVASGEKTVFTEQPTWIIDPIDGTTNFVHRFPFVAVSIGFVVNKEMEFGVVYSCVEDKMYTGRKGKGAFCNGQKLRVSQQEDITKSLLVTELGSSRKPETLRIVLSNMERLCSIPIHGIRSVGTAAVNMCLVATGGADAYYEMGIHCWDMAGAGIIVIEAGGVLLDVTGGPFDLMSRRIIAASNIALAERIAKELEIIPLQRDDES
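Elevated IP1 in lysates lowers TR-FRET signal (665/620 ratio and 620 channel reported). Cells were CHO-M1, given carbachol (50 uM as added) plus 50mM LiCl, pH 7.4, 30 min, 37C; compounds titrated up to 46 uM; AC50 by Hill equation.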
12-hLO inh: 12-hLO (ALOX12) enzyme inhibition. Potency, µM (highest dose often 57.1 µM), without a hit: at the top dose activity change, negative = inhibition, most hits filed as inhibitors. P18054. purified 12-hLO, xylenol orange hydroperoxide absorbance. hit rate 0.12% among 150,000. AID 1452; note: potency is the fitted concentration of half-maximal effect; nearly all actives have a fitted effect of over 55% in size; many of its hits are not listed in these tables
Target sequence (P18054 whole entry, looked up): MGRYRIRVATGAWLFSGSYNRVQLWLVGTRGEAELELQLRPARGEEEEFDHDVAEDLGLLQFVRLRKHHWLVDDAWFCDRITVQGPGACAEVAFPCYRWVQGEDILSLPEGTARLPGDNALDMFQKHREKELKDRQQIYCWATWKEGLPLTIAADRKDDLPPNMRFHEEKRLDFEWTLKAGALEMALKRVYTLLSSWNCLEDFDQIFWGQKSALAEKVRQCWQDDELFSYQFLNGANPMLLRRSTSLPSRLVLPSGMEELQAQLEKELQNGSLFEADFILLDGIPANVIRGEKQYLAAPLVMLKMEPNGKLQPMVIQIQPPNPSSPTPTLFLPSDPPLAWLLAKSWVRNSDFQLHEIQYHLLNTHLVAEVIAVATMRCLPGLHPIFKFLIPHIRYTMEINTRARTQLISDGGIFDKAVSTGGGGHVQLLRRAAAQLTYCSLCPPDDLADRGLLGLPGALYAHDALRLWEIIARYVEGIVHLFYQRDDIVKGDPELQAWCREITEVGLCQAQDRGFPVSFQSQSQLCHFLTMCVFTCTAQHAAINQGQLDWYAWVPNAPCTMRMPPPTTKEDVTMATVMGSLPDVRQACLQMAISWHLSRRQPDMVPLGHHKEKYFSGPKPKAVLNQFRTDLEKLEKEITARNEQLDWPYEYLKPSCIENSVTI
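Purified human 12hLO (150 nM final) was preincubated with compounds for 15 min at room temperature in 25 mM Hepes pH 7.0, 0.01% Triton X-100, then reacted with 40 uM arachidonic acid for 30 min. Hydroperoxide was detected with ferrous iron/xylenol orange.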
* hit, by the source's call; ? = inconclusive; / = not tested or not shown; & = joins results of further samples; [ ] = remark or other dose. Unless noted, calls come from the whole dose curve; as a rule, active = well fitted curve in the direction sought with a large enough effect; inconclusive = small, poorly fitted or top-dose-only effect, or another doubt; inactive = no such curve, though single readings can be large; an effect the other way counts as inactive or inconclusive. Unless noted, % is set by controls: 0 for no effect and ±100 for the full control effect. An excerpt (hit frequency here may not be typical).

| Compound | 12-hLO inh | IMPase inh | 15-hLO-2 inh | PNC inhibitor |
| --- | --- | --- | --- | --- |
| O=C1CC(N(Cc2ccc3c(c2)OCO3)C(=O)Nc2ccc(F)cc2)C(=O)N1c1ccccc1 (stereo not given) | -3% | 15 | -2% | -17 |
| O=C(CSc1nnc(-c2cccnc2)n1-c1ccc(F)cc1)NCc1ccc2c(c1)OCO2 | -8% | -4 | / | 85 |
| Cc1cc(C)nc(SCC(=O)Oc2ccc3oc(=O)cc(C)c3c2)n1 | 0% | -5 | -6% | -21 |
| OC1(c2ccccc2F)CCN(Cc2nnnn2CCc2ccccc2)CC1 | -2% | -5 | 3% | 19 |
| O=C(O)c1ccc(CN2CCCCC2)o1 | -2% | 1 | 6% | -28 |
| Nc1nc(=S)c2ncn([C@H]3O[C@@H](CO)[C@@H](O)[C@@H]3O)c2[nH]1 | -3%[25.6 µM] | -7[20.6 µM] | -1%[25.6 µM] | / |
| Cc1cc(C)n(-c2nc(Nc3ccccc3C)nc(-n3nc(C)cc3C)n2)n1 | -5% | 13 | 51%[activator] | 5 |
| CSc1nc(C)cc(OCNC(=O)c2cccs2)n1 | -3% | 3 | 10% | 8 |
| Cc1cc(C)c2c(CN3CCN(Cc4ccc5c(c4)OCO5)CC3)cc(=O)oc2c1C | -10% | 4 | 17% | -22 |
| Cc1cccc(NC(=O)C2CC(=O)N(c3ccccc3)C2)c1C (stereo not given) | 0% | 2 | -2% | -15 |
| CCc1[nH]c(=S)c(C#N)c(-c2ccccc2)c1C(=O)OC | -6% | / | / | 18 |
| C=CCN(c1ccc(C(=O)NC(C)C)cc1)S(C)(=O)=O | -2% | 5 | -2% | ? |
| CCOc1cc(C(=S)N2CCOCC2)ccc1OS(=O)(=O)c1ccccc1[N+](=O)[O-] | -1% | / | / | ? |
| CCOC(=O)Cn1c(=NC(=O)C(C)(C)C)sc2cc([N+](=O)[O-])ccc21 | -2% | / | / | 72 |
| Cc1ccc(OCC(=O)N2CCN(C(=O)c3cccs3)CC2)cc1 | 3% | -7 | -2% | -15 |
| COc1ccc(-c2cc(C(=O)O)c3c(C)nn(-c4ccccn4)c3n2)cc1 | 1% | -5 | 32%[activator] | 48 |
| CCCC(=O)N1CCN(S(=O)(=O)c2cc(Cl)ccc2OC)CC1 | 1% | 11 | -10% | 73 |
| COc1ccc(-c2cc3ccccc3n2CC(O)CNCCO)cc1 (stereo not given) | 0% | -5 | 18% | 26 |
| COC(=O)c1ccc(C(NC(=O)OCc2ccccc2)/C(=C/[C@@H](C)C(=O)NCc2ccncc2)c2cccnc2)cc1 (stereo not given in full) | 0% | / | 12% | / |
| COCc1[nH]nc2c1C(C1C=CCCC1)C(C#N)=C(N)O2 (stereo not given) | -1% | -6 | 2% | -107* |
| COc1cc(Cl)c(S(=O)(=O)n2cnc(C)c2)cc1Cl | -5% | -1 | / | ? |
| CC1CCCCC1NC(=O)CSc1nncs1 (stereo not given) | -3% | 2 | -5% | ? |
| Cn1c(SCC(=O)Nc2ccc3c(c2)OCCO3)nnc1-c1ccco1 | -2% | 5 | -8% | ? |
| CCOC(=O)c1oc2ccc(Br)cc2c1CSc1nnc(C)s1 | -7% | -10 | -4% | -26 |
| CCOc1ccc(Oc2c(/C=N/NC(=O)C3CC3)c(C)nn2-c2ccccc2)cc1 | 10% | 11 | / | 6 |
| C=CCn1c(SCC(=O)OCC)nc2cc(C(=O)NCc3ccco3)ccc2c1=O | 3% | 4 | -4% | 15 |
| FC(F)(F)c1cccc(NC(=S)NCCN2CCOCC2)c1 | 0% | / | / | ? |
| O=C(CCc1ccccc1)Nc1nnc(-c2ccccn2)o1 | 1% | -5 | / | -19 |
| O=C(CSc1ncnc2c1nnn2Cc1ccccc1F)N1CCN(c2ccccc2)CC1 | 1% | -27[1.84 µM] | / | ? |
| COc1ccc(Cc2nnc(SCC(=O)NCc3ccco3)o2)cc1 | -1% | -9[1.84 µM] | 7%[11.4 µM] | ? |
| CN(Cc1ccccc1)C(=O)[C@H](Cc1ccc2ccccc2c1)NC(=O)[C@@H]1CCCN1C(=O)Nc1ccccc1[N+](=O)[O-] | -8%[0.00818 µM] | / | -6%[0.0915 µM] | / |
| CC(C)Cn1cc(C(=O)N2CCOCC2)c2c3ccccc3n(C)c2c1=O | -10% | 0 | 9% | -12 |
| CCOC(=O)/C=C1\CC(C(=O)OCC)Oc2c(OC)cccc21 (stereo not given) | 0%[0.00818 µM] | / | 1%[0.0915 µM] | / |
| O=Cc1ccccc1OCCOc1ccccc1C=O | -4% | 25 | / | 47 |
| CCN(CC)c1nc(-c2cccc(OC)c2O)nc2ccccc12 | -1% | 8 | 18% | 26 |
| COC(=O)c1nnn(CC(=O)NC(=O)Nc2ccccc2)c1C(=O)OC | -3% | / | / | -24 |
| CCOC(=O)N1CCC(NC(=O)c2ccc3nc(N4CCOCC4)sc3c2)CC1 | 5% | 1 | / | -11 |
| O=C(CN1CCN(c2ccc([N+](=O)[O-])cc2)CC1)Nc1ccccn1 | -2% | / | / | ? |
| CC(=O)c1ccc(-n2nnnc2SCC(=O)N2CCN(C(=O)c3ccco3)CC2)cc1 | 5% | 0 | -6% | 17 |
| COc1ccc(NCC(=O)Nc2ccccc2C#N)cc1Cl | -8% | -8 | -6% | 7 |
| CC(C)c1nnc(SCC(=O)NCc2ccc3c(c2)OCO3)n1C | -3% | -7 | / | -100* |
| Cc1cc(N2CCOCC2)c(F)cc1C(=O)c1ccccc1 | 3% | 0 | -8% | -25 |
| CCCc1c(O)c2ccccc2n(-c2ccccc2)c1=O | -2% | -11 | -11% | 10 |
| Cc1noc(C)c1S(=O)(=O)N1CCCC(C(=O)NCCc2ccc(Cl)cc2)C1 (stereo not given) | -17% | -4 | 3% | -7 |
| Cc1cccc(C)c1OCc1nnc(SCC(=O)NCCc2ccccc2)o1 | 4% | -1 | / | 63 |
| COc1ccc(N(CC(=O)N2CCc3ccccc3C2)S(C)(=O)=O)cc1 | -2% | -2 | 15% | ? |
| COc1ccccc1NC(=O)CSc1nnc(CNC(=O)COc2ccc(Cl)cc2)o1 | -1% | 1 | -3% | -9 |
| CCC(C)(C)NC(=O)CN(C(=O)c1snc(C(N)=O)c1N)c1ccc(OC)c(OC)c1 | 7% | 2 | -5% | 5 |
| CCOC(=O)C1=C(c2ccccc2)O/C(=C(/C#N)C(F)(F)F)S1 | -1% | 0 | -2% | -6 |
| CN1CCc2c(sc3c2c(=O)n(-c2ccccc2)c2nnc(SCc4ccc(Cl)cc4)n32)C1 | -5% | 9 | / | 63 |
| Cc1ccc(C(=O)CSc2nnc(-c3ccccc3)o2)cc1 | 0% | -3 | / | -95* |
| CC(C)(C)OC(=O)N/N=C/c1cc(N=Nc2ccccc2)ccc1O | 6% | -8 | / | -9 |
| CC1CCc2nn(CC(=O)N3CCc4ccccc43)cc2C1 (stereo not given) | -9% | 2 | 2% | 50 |
| COc1cc(OC)c(C2N(c3ccccn3)C(=O)C3CCCN32)cc1OC (stereo not given) | 1% | -7 | -5% | -12 |
| O=C(NCc1nc(-c2ccccc2)no1)c1cccs1 | -2% | ? | -4% | 37 |
| CCN(CC(=O)Nc1cc(C)nn1-c1nc(C)cc(C)n1)Cc1ccccc1 | 8% | 2 | 24% | 17 |

The list continues.
| Compound | 12-hLO inh | IMPase inh | 15-hLO-2 inh | PNC inhibitor |
| --- | --- | --- | --- | --- |
| Cc1cccc(C(C)C)c1NC(=O)c1cccnc1 | -1% | 5 | 1% | -27 |
| O=C1NCCCc2c1oc1cc(Br)c(O)c(Br)c21 | -9% | -4 | -2% | -17 |
| O=C(CSc1nnc(-c2cccs2)o1)N1CCOCC1 | 2% | 2 | -6% | -21 |
| COC(=O)c1ccccc1NC(=O)COC(=O)CSCC(=O)N1CCOCC1 | 5% | -1 | -2% | ? |
| O=C(NCc1nc(-c2ccccc2)no1)c1ccc2c(c1)OCO2 | -5% | 8 | -2% | ? |
| CC(=O)Nc1ccc(S(=O)(=O)Nc2ncccn2)cc1 | 0% | 7 | 2% | 27 |
| Cc1[nH]c(=O)[nH]c(=O)c1NS(=O)(=O)c1ccc2c(c1)CCCC2 | -1% | -4 | -8% | 23 |
| COc1ccc2[nH]c3c(c2c1)CN(C)CC3 | -3% | 13 | 6% | -7 |
| CCc1ccccc1NC(=O)CSC1=C(C#N)C(c2ccc(O)c(OC)c2)C2=C(CCCC2=O)N1 (stereo not given) | -9% | 3 | -23% | 25 |
| Cc1ccc2c(CC(=O)NNC(=O)c3ccccc3)coc2c1 | 2% | / | / | ? |
| CC(=O)c1ccc(OCCn2cnc3ccccc32)cc1 | -2% | / | / | 18 |
| COCCN1CC(O)=C(c2nc3ccccc3c(=O)[nH]2)C1=N | -2% | -6 | / | -100* |
| CCN(CC)C(=O)C1CCCN(C/C=C/c2ccccc2)C1 (stereo not given) | 0% | 1[1.84 µM] | 2%[11.4 µM] | -26 |
| COc1cc(CNCCNCC(C)O)ccc1OCc1ccc(Cl)nc1 (stereo not given) | 2% | / | / | 22 |
| CCn1nc(C(=O)Nc2nc3ccc(C)cc3s2)c2ccccc2c1=O | 4% | -5 | -2% | -3 |
| COc1ccccc1NC(=S)NC(=O)c1ccc(Cn2cc(Br)cn2)cc1 | -1% | / | / | 19 |
| CCNC(=O)COC(=O)COc1ccc(Cl)cc1C | -3% | -4 | -1% | -17 |
| COc1cccc(Nc2nc3ccccc3nc2NS(=O)(=O)c2cccs2)c1 | -2% | 1 | -14% | 7 |
| C=CCn1ncc(OC)c(Cl)c1=O | 7% | -1 | / | 1 |
| O=[N+]([O-])c1cccc2cn[nH]c12 | -10%&-5% | -1 | -2% | 17 |
| Cc1cc2c(cc1C)CSC(c1ccccc1O)SC2 | -13% | 3 | -13% | -20 |
| CCOC(=O)c1c(C)oc2ccc(OCC(N)=O)cc12 | 3% | 3 | 0% | ? |
| COc1cc(C(=O)OCC(=O)Nc2ccc(C(C)=O)cc2)ccc1OCC(=O)N1CCOCC1 | -5% | / | / | -23 |
| CC(=O)/C(C#N)=C1\NC(=O)C(Cc2ccccc2)S1 (stereo not given) | -1% | -7 | -2% | ? |
| O=C(/C=C/c1ccc(Cl)cc1)Nn1c(-c2cccs2)nc2ccccc2c1=O | 0% | -17 | / | 45 |
| Cc1ccccc1C(=O)N1CCC(C(N)=O)CC1 | -11% | -6 | -9% | 4 |
| O=c1[nH]c(-c2ccccn2)cc2ccccc12 | -7% | / | / | 34 |
| CCOc1ccc(NC(=O)C2=C(C)NC(=S)NC2c2ccc(O)c(OC)c2)cc1 (stereo not given) | -1% | / | / | ? |
| Cc1nnc(SC(C)C(=O)Nc2ncc(Cl)cc2Cl)n1Cc1ccccc1 (stereo not given) | -7% | -3 | 21% | -4 |
| Cc1ccc(C(C)C)c(OCCNC(=O)c2cncc(Br)c2)c1 | -3% | 8 | 2% | -4 |
| C=CCn1c(=O)c2c(nc3n2CCN3c2cccc(Cl)c2C)n(C)c1=O | -3% | 8 | -7% | ? |
| O=C(CNc1ccccc1)N/N=C/c1ccc([N+](=O)[O-])o1 | 3% | ? | / | 84 |
| CCN1CCN(c2nn3c(=O)c4ccccc4nc3c3ccccc23)CC1 | 2% | 9 | 9% | 46 |
| COc1ccc(/C(O)=C2/C(=O)C(=O)N(c3ncccn3)C2c2ccc(OC)c(OC)c2)cc1 (stereo not given) | -5% | -6 | 2% | 18 |
| O=C(CSc1nnc2n(C3CCCC3)c(=O)c3ccccc3n12)N1CCCCCC1 | 2% | -1 | -1% | -15 |
| O=C1OC(c2ccc(Cl)cc2)/C(=C(/O)c2ccccc2)C1=O (stereo not given) | 0% | -4 | 7% | -10 |
| Cc1cc(Nc2ccccc2Cl)n2nnnc2n1 | 12% | -10 | 1% | 1 |
| CSc1nc(NCc2ccco2)c2c3c(sc2n1)CN(C)CC3 | -4% | -1 | 2% | 1 |

Source: PubChem (National Center for Advancing Translational Sciences (NCATS))
